RAD52 inh: RAD52 DNA annealing inhibitors, primary screen, biochemical, FRET, single point, set 2; recombinant RAD52 DNA annealing, FRET fluorescence; inhibition, % at 18.7 µM; hit rate 0.46% among 360,000; AID 651710, 2012;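 active = every replicate showing at least 50% inhibition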
Target sequence (P43351 whole entry, looked up): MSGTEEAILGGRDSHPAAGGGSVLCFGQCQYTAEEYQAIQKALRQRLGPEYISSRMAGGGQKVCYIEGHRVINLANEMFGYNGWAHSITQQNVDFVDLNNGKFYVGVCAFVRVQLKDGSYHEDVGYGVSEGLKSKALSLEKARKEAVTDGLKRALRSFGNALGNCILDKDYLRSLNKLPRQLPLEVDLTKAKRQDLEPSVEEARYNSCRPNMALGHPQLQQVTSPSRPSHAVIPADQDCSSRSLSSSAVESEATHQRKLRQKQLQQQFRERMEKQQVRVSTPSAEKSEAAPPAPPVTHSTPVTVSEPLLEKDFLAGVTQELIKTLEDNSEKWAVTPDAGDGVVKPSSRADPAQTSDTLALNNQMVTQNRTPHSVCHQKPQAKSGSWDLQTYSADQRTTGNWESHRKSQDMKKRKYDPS
esBAF inh: Bmi1 luciferase reporter increase in mESCs, primary screen, esBAF inhibitor project, mouse ES cells, Bmi1 luciferase knock-in, single point | hit rate 2% among 350,000 | 24 h; 100% = twice the neutral-well signal | reporter increase, % at 12.5 µM; in the data active = activation above about 40%;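 also: 0% = median of the plate's neutral control wells and 100% = double that signal; a rise in the Bmi1 reporter signal indicates esBAF inhibition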
RAD54 inh: inhibitors of human RAD54 branch migration, primary screen, biochemical, fluorescence, single point | inhibition, % at 10.4 µM | AID 602329, 2012 | RAD54 Holliday junction branch migration, FAM/BHQ fluorescence | hit rate 0.14% among 360,000;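 active = mean normalized replicate activity at least 40 and at least half of replicates scoring 40 or more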;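 also: 0% = median of neutral control wells and 100% = median of positive control wells; inhibitors cause a drop in the FAM fluorescence signal; in these data hits start at about 50%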
ERAP1 inh: human ERAP1 aminopeptidase inhibitors, primary screen, biochemical, single point, plate reader. Endoplasmic reticulum aminopeptidase 1 (Homo sapiens), Q9NZ08. inhibition, % at 10.7 µM. recombinant ERAP1, Leu-AMC fluorescence, 60 min. hit rate 0.15% among 340,000;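 active = mean replicate inhibition of at least 30%, or all replicates individually reaching that 30% level; inactive = mean below 30% and not every replicate reaching it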;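 also: 0% = neutral control wells and 100% = L-leucinethiol positive control wells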
GSIS activator: GLuc luminescence reporter in INS-1E cells, primary screen for activators of glucose-dependent secretion of insulin. INS-1E GLuc reporter insulin secretion, 2-3 h. activation, % at 16.6 µM. hit rate 0.61% among 370,000;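 active = lowest replicate activation of at least 40%, so every replicate reaches that level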;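 also: 0% = median of neutral control wells and 100% = median of IBMX positive control wells; some compounds called inactive have numbers as strong as hits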
ARNT-TACC3 inh: disruptors of ARNT/TACC3 protein interaction, primary screen, biochemical, AlphaScreen, single concentration; Transforming acidic coiled-coil-containing protein 3 (Homo sapiens), Q9Y6A5; AlphaScreen His-ARNT PAS-B/GST-TACC3 binding, luminescence; TACC3 fragment carries E629A point mutation; inhibition, % at 9.99 µM; hit rate 0.66% among 390,000;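 active = mean inhibition of replicates at least 50% and at least half of replicates each reaching 50%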;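 also: 0% = complete ARNT plus TACC3 wells and 100% = ARNT alone without TACC3; many hits fall short of the cut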
Xi reactivation: activators of inactive X chromosome reactivation, primary screen, imaging, XiGFP fibroblasts, GFP high-content imaging, set 2; XiGFP mouse fibroblasts, % GFP-positive cells imaging, 3 d; cells co-treated with 5-aza-dC sensitizer; scaled so ellipticine positive control = 100%; activation, % at 7.58 µM; hit rate 0.055% among 360,000;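 active = mean normalized replicate activation at least 10% and every replicate at or above 10%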;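 also: 0% = median of on-plate neutral control wells and 100% = ellipticine 6 µM median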
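Assay system: SV40-immortalized XiGFP fibroblast cells, line 68-5-11; buffer or medium: DMEM plus 5-aza-dC sensitizer; compound: one concentration, pinned; timing: compounds 3 days, fix/stain 15 min at room temperature; benchmarks: positive control ellipticine, 6 µM final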
CFTR F508del cor: F508del CFTR correction, initial screen, CFBE line, single point; AID 720511, 2013; CFBE cells, YFP halide quenching; stimulated with forskolin plus potentiator P3; % fluorescence drop versus neutral controls; hit rate 0.36% among 350,000; activity (quench increase), % at 7.58 µM;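 active = mean added fluorescence quench of at least 8% versus neutral control, with both replicates also reaching 8%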;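 also: cells transiently co-express mutant CFTR-F508del with the halide-sensitive YFP; corrector assay measuring rescue of mutant channel to the surface after 24 h compound exposure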
* hit, by the source's call; . = no result given; & = joins results of further samples. Outcome played no part in choosing rows; 3.3% or so of the library scored in one or more.

SMILES	RAD52 inh	esBAF inh	RAD54 inh	ERAP1 inh	GSIS activator	ARNT-TACC3 inh	Xi reactivation	CFTR F508del cor
Cn1c(=O)c2c(nc(Sc3ncnn3CC(=O)NC(C)(C)C)n2C)n(C)c1=O	-0.3	3.9	-2.2	9.7	-9.9	-7.0	0.1	.
O=C(C[C@H]1CC[C@@H]2[C@H](COC[C@@H](O)CN2CCC(F)(F)F)O1)NCC1CC1	4.2	-2.8	-4.0	-1.0	-0.4	7.5	0.2	4.1
O=C(CNS(=O)(=O)c1ccccc1)N1CCc2ccccc2C1	-4.1	22.9	2.2	1.2	-1.0	-3.0	1.4	1.2
O=C([C@H]1[C@H](CO)[C@H]2Cn3c(ccc(-c4ccccc4F)c3=O)[C@@H]1N2C(=O)C1CCC1)N1CCOCC1	4.6	-2.9	5.4	-1.8	11.1	0.4	0.0	-0.2
C[C@H](CO)N1C[C@H](C)[C@H](CN(C)S(=O)(=O)c2cccc(C#N)c2)OCc2cnnn2CCCC1=O	-4.5&-11.5	0.2&4.1	0.5&1.6	-5.2&-0.7	-3.9	-0.3	0.1	1.1&0.1
O=C(C[C@H]1CC[C@H]2[C@@H](COC[C@@H](O)CN2S(=O)(=O)c2ccc(F)cc2)O1)N1CCc2ccccc2C1	-7.6	1.1	-6.2	2.1	-7.6	6.9	-0.1	0.1
CCCNC(=O)C[C@H]1CC[C@H]2[C@H](COc3ccc(NC(=O)c4cc(F)cc(F)c4)cc3C(=O)N2C)O1	.	3.8	-4.9	.	6.4	1.1	0.2	1.7
CC(C)CN(Cc1c(O)ccc2c3c(c(=O)oc12)CCC3)CC(C)C	-3.3	.	.	-72.9	-3.1	-1.3	.	-2.0
Cc1cc(C)c2nc(Cl)c(CN(Cc3ccco3)C(=O)Nc3ccccc3C)cc2c1	-6.1	-8.7	1.8	-0.1	.	31.7	.	10.7*
CCN(Cc1cnn(C)c1)C(=O)c1cc(COc2cc(C)c(Cl)c(C)c2)on1	-5.0	21.6	-3.0	-0.9	-17.5	5.8	0.1	0.2
COc1ccc(/C=N\Nc2ccc([N+](=O)[O-])cc2)c(C(=O)O)c1OC	-18.8	-3.8	.	.	-3.9	-10.8	0.0	0.0
COc1ccccc1NCC(=O)NNC(C)C(=O)Nc1cccc(Cl)c1 (configuration not stated)	-4.6	0.9	-4.6	0.8	14.2	-3.0	0.0	0.5
Cc1cc(C)cc(NC(=O)C2CCN(S(=O)(=O)c3ccc4c(c3)NC(=O)C(C)S4)CC2)c1 (configuration not stated)	-12.3	3.3	10.1	-1.7	2.3	-4.7	0.1	-1.0
COc1ccc(CNC(=O)C[C@H]2C=C[C@H](NC(=O)Nc3ccc4c(c3)OCO4)[C@H](CO)O2)cc1	-20.9	2.9	1.6	-0.1	-1.7	-3.4	0.0	-1.1
CC1(C)CC(=O)C(C(=O)/C=C/c2ccco2)C(=O)C1	-26.1	.	.	5.4	-4.6	-4.8	0.3	0.2
Cc1ccc(-c2ccc([C@H]3[C@@H](CO)N4CCCCN(S(=O)(=O)c5cccc(C)c5)C[C@H]34)cc2)cc1	69.8*	.	3.9	0.3	.	26.2	.	-2.0
Cc1cc2nc(-c3ccc[nH]c3=O)[nH]c2cc1C	-5.7	-69.2	16.0	-157.9	-8.7	-1.8	0.0	-1.4
COc1ccc(S(=O)(=O)Nc2cccc3c2O[C@H](CN(C)Cc2ccc(C(=O)Nc4ccccc4N)cc2)[C@@H](C)CN([C@@H](C)CO)C3=O)cc1	6.7	.	.	.	10.9	.	1.1	0.2
CCOC(=O)c1c(NC(=O)CSc2nc3ccccc3o2)sc(C)c1C	-20.8	6.4	.	-4.7	-7.1	-9.5	.	-3.2
C[C@@H]1CN([C@H](C)CO)S(=O)(=O)c2ccc(-c3cncnc3)cc2O[C@@H]1CN(C)Cc1ccccn1	-16.6	-3.4	-2.4	-0.3	7.4	-1.5	-0.1	-1.5
CC(=O)c1cccc(NC(=O)/C(=C\c2cccnc2)NC(=O)c2ccc(C)cc2)c1	-10.8	-12.8	-9.5	4.1	8.6	-4.5	0.4	-0.6
CCC(C)C(=O)Nc1nc(C)c(-c2csc(Nc3cc(Cl)ccc3OC)n2)s1 (configuration not stated)	-11.9	-3.5	3.9	3.6	8.3	-8.2	0.0	0.4
CC1CCCCN1S(=O)(=O)c1ccc2c(c1)CCN2C(=O)C1CC1 (configuration not stated)	2.2	6.2	-9.3	-2.7	12.6	5.1	0.1	-3.3
CCOc1cccc2sc(N(CCN(C)C)C(=O)c3ccc4c(c3)OCCO4)nc12	17.4	-3.7	15.4	-3.6	-7.0	-16.9	0.0	-3.2
COCCOc1ccc(C(F)(F)F)cc1NC(=O)COC(=O)Cc1c[nH]c2ccccc12	-23.1	-4.7	-4.4	0.3	.	1.6	0.7	2.8
COc1cc2[nH]c(=S)n(CCN3CCOCC3)c(=O)c2cc1OC	.	3.4	2.3	.	-7.1	0.7	.	.
COc1ccc(/C=C/C(=O)OCC(=O)NC2CCCC(C)C2C)cc1 (configuration not stated)	-9.1	6.5	10.2	-1.8	.	0.4	0.1	-1.3
Cc1ccccc1NC(=O)C1CCCN(C(=O)Nc2ccc(F)cc2)C1 (configuration not stated)	-12.3	-2.0	6.2	-5.0	-3.8	-0.1	0.0	0.9
Cc1ccc(NC2CCCN(C(=O)c3nonc3C)C2)cc1C (configuration not stated)	-0.8	1.6	-6.1	1.1	-13.3	.	0.3	1.4
C/C(=N\NC(=O)c1nnn(-c2nonc2N)c1CSc1ccc(C)cc1)c1cccnc1	-12.9	-4.9	-16.7	0.7	-4.2	.	0.0	-3.2
Cn1nnnc1Sc1ncnc2scc(-c3ccc(F)cc3)c12	.	-6.9	-4.9	.	60.7*	-7.7	.	.
COc1ccc2c3c(n(C)c2c1)[C@H](CO)N(C(C)=O)CC31CN(C(=O)Nc2ccccc2F)C1	13.1	.	.	6.0	-7.1	.	0.3	1.1
CC1CCc2c(sc(NC(=O)CCc3nc4ccccc4c(=O)[nH]3)c2C#N)C1 (configuration not stated)	-31.9	0.2	3.5	2.4	31.2	-2.7	0.1	-2.4
CC(C)(O)C#Cc1ccc(C(=O)NCCc2ccc(S(N)(=O)=O)cc2)cc1	-11.0	.	.	13.3	8.9	-4.0	0.0	.
CCNC(=O)C[C@H]1CC[C@H]2[C@@H](COC[C@H](O)CN2C(=O)c2ccccn2)O1	-14.8	-2.5	-4.9	-1.5	17.8	0.2	0.2	-3.9
Cc1ccc(S(=O)(=O)Nc2ccc3c(c2)CC(=O)N([C@@H](C)CO)C[C@@H](C)[C@@H](CN(C)C(=O)Nc2ccc(C(F)(F)F)cc2)O3)cc1	-8.3	-6.4	1.8	-1.9	-22.3	2.5	-0.9	-1.2
Cc1ccc(C)c(CSC2=NCCN2S(=O)(=O)c2ccccc2)c1	-9.2	.	-8.3	-0.3	-42.6	-23.5	-0.1	-3.8
CCc1nc2ccc(C(=O)NCCCn3ccnc3)cn2c1N(C)CCCc1ccccc1	-2.4	4.9	-2.1	-1.6	12.0	.	-0.1	0.3
O=C(Cc1ccc(F)cc1)NCC1CCCO1 (configuration not stated)	6.5	-4.2	2.6	-1.5	8.7	-3.6	-0.1	0.7
C/C=C/c1cnc2c(c1)C(=O)N([C@H](C)CO)C[C@@H](C)[C@H](CN(C)C(=O)NCCC)O2	5.9	-3.1	-3.0	3.1	7.6	-5.5	-0.8	4.2

Molecules from the list above containing a cyano group (2):
SMILES	RAD52 inh	esBAF inh	RAD54 inh	ERAP1 inh	GSIS activator	ARNT-TACC3 inh	Xi reactivation	CFTR F508del cor
C[C@H](CO)N1C[C@H](C)[C@H](CN(C)S(=O)(=O)c2cccc(C#N)c2)OCc2cnnn2CCCC1=O	-4.5&-11.5	0.2&4.1	0.5&1.6	-5.2&-0.7	-3.9	-0.3	0.1	1.1&0.1
CC1CCc2c(sc(NC(=O)CCc3nc4ccccc4c(=O)[nH]3)c2C#N)C1 (configuration not stated)	-31.9	0.2	3.5	2.4	31.2	-2.7	0.1	-2.4

Other results
SMILES	RAD52 inh	esBAF inh	RAD54 inh	ERAP1 inh	GSIS activator	ARNT-TACC3 inh	Xi reactivation	CFTR F508del cor
O=C(c1ccc(Cl)c(Cl)c1)N1CCN(Cc2ccc3c(c2)OCO3)CC1	-23.2	5.4	9.0	-3.9	-37.2	-4.5	0.0	-8.1
COc1ccc(NC(=S)NC(=O)c2ccccc2)cn1	-22.6	.	9.7	-0.6	6.7	-10.5	0.0	-0.6
CO[C@@H]1CN(C)C(=O)c2cc(NC(=O)Cc3ccccc3)ccc2OC[C@@H](C)N(CC2CC2)C[C@H]1C	1.1	2.2	0.8	-0.3	9.1	-4.9	0.2	-0.8
Cc1ccc(S(=O)(=O)N2CCOCC2)cc1NC(=O)CSc1nc2ccccc2c(=O)n1Cc1ccccc1	-4.5	.	-13.8	0.2	.	-3.3	0.0	-0.6
CC(=O)NCCc1cc2ccc(C)c(C)c2[nH]c1=O	-10.2	1.0	-6.4	-1.5	-2.0	-7.2	0.1	1.6
C[C@@H]1CN([C@H](C)CO)C(=O)c2cc(NC(=O)c3ccncc3)ccc2O[C@@H](C)CCCCO[C@@H]1CN(C)C(=O)c1ccccc1	7.0	2.0	-8.9	-6.1	-1.5	-2.0	0.0	-2.9
CCSC1=N/C(=C\c2ccc3c(c2)OCO3)C(=O)S1	.	0.5	-9.8	.	-9.0	35.4	.	.
CC(C)C[C@H]1CN(CCCC[C@H]2CNC(=O)C(=O)N2Cc2ccccc2)C(=O)C(=O)N1CCc1ccc(O)cc1	0.2	.	.	.	4.4	.	-0.2	4.5
COc1ccc(Cl)cc1C(=O)NNC(=O)c1[nH]c(C)c(C(C)=O)c1C	-16.3	.	.	0.3	6.4	7.0	-0.1	1.9
CCCCc1nnc(NC(=O)CCS(=O)(=O)Cc2ccccc2)s1	-6.2	-0.1	8.2	-5.0	4.8	-2.0	-0.1	-0.6
C[C@H](CO)N1C[C@H](C)[C@H](CN(C)Cc2ccc(Oc3ccccc3)cc2)Oc2ccc(NC(=O)C3CC3)cc2C1=O	28.0	-4.2	1.9	-2.5	8.3	-0.8	0.1	4.0
O=C(Nc1ccc(Oc2ccccc2)cc1)C1CCN(c2ncccn2)CC1	-5.5	-11.5	4.6	5.5	8.5	0.3	.	.
COc1cc2cc(CCO)oc(=O)c2cc1OC	-1.6	-2.1	-3.2	-2.1	31.2	-0.2	0.8	-2.0
CCOC(=O)CSc1nc(C)cc(Oc2ccc(=O)n(C)n2)n1	-11.1	0.7	-4.7	2.1	-4.9	.	0.2	-2.9
O=C(Nc1ccccc1C(=O)NCCN1CCOCC1)c1cccc([N+](=O)[O-])c1	-2.5	2.0	-2.9	5.4	10.8	5.6	0.0	1.0
CN1CCN(c2ccccc2NC(=O)c2c(F)cccc2F)CC1	-17.1	.	.	5.6	12.4	-8.4	0.0	-2.3
O=C(c1ccc(F)c(S(=O)(=O)N2CCOCC2)c1)N1CCN(c2ccc(F)cc2)CC1	0.0	-2.7	-1.4	-4.5	-12.4	-5.1	-0.5	3.5
COc1ccc(C(C(=O)NC2CCCC2)N(Cc2cccnc2)C(=O)Cc2cccs2)cc1OC (configuration not stated)	-10.3	-1.8	-4.8	-5.1	2.5	0.5	0.4	0.8
